Bioassay records (PubChem)
ERK EGF block = qHTS Assay for Inhibitors of the ERK Signaling Pathway using a Homogeneous Screening Assay; Stimulation with EGF | HEK293-V1b, EGF-stimulated phospho-ERK AlphaScreen | Potency, µM (top dose mostly 11.5 µM), inactives show at the top dose activity change, negative = inhibition, most hits filed as inhibitors | 130,000 tested, 0.41% active | AID 1454, 2008; active means well fitted inhibition curve with a large enough effect; inconclusive means small, poorly fitted or top-dose-only effect, or effect the other way;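 further: plate controls were stimulated vehicle wells for no effect and unstimulated vehicle basal for full effect; nearly all actives have a fitted effect of over 55% in size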
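Readout: AlphaScreen signal for phosphorylated ERK in lysed HEK293 cells stably expressing V1b. Stimulus 25 nM EGF, 5 min, following 30 min compound exposure. Data scaled to DMSO basal and full EGF activation.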
An asterisk follows results filed as active; ? = inconclusive; [ ] = remark or other dose. Potency means the concentration at half of the fitted maximal effect. Only part of the results is shown, so the mix of outcomes need not match the whole.

Compound	ERK EGF block
COc1cccc(C(=O)NC2CCN(CC(=O)Nc3c(C)cc(C)cc3C)CC2)c1	0%
CCOc1cc(N2CCOCC2)c(OCC)cc1NC(=O)Cn1[nH]c(=O)c2ccccc2c1=O	-5%[57.5 µM]
COc1ccc(/C=C2\SC(=S)N(CCCC(=O)Nc3ccccn3)C2=O)cc1OC	?
N#C/C(=N/Nc1ccccc1[N+](=O)[O-])C(N)=S	6%[57.5 µM]
COc1cc(C(=O)Nc2ccc(Oc3ncnc4sc(-c5ccccc5)cc34)cc2)cc(OC)c1OC	6%
COc1ccc(-c2nc3cnccn3c2NC(C)(C)CC(C)(C)C)cc1O	-7%
CC(C)(C)OC(=O)NCCC(=O)N/N=C/c1cccc2nccnc12	4%[57.5 µM]
O=C(COC(=O)c1ccccc1NS(=O)(=O)c1cc([N+](=O)[O-])ccc1Cl)c1ccccc1	-2%
CNc1ccccc1C(=O)N1CCc2c([nH]c3ccccc23)C1=O	29%
CC1CCN(C(=O)CSc2nnc(-c3ccc(S(=O)(=O)N4CCOCC4)cc3)n2C)CC1	-1%
CC(C)CN1CCC2(CC1)CCN(C(=O)c1cnccn1)CC2	-7%
Cc1ccc(/C=C/C(=O)N2CCc3ccccc32)o1	2%
CCc1ccc(OCC(=O)NC(=S)Nc2ccc(C(=O)O)cc2)cc1	-13%[57.5 µM]
CC1=Nc2cccc3cccc(c23)N1C	19%
O=C(NC12CC3CC(CC(C3)C1)C2)N1CCN(c2ncccn2)CC1	5%
O=C(CCCCCN1C(=O)c2cccc3cccc(c23)C1=O)N1CCOCC1	3%
FC(F)Oc1ccc(NC(=S)N2CCc3ccccc32)cc1	6%
CCN(CC)CCN1CNC(=S)N(c2ccccc2OC)C1	-1%[57.5 µM]
COc1ccc(O[C@H]2C=C[C@@H](c3ccccc3)O[C@@H]2CO/N=C(\C)CCN2CCCCc3nc(C)c(C)cc32)cc1	2%
O=C(c1cc(C(F)(F)F)cc(C(F)(F)F)c1)N1CCC2(CCCN(Cc3ccccc3)C2)CC1	-4%
O=C(COc1nncc2ccccc12)NCC(F)(F)F	-3%
COC(=O)c1cccnc1SCc1ccccc1	7%
CCOC(=O)CN(C(=O)COc1nc(C)cc(C)c1C#N)c1ccc(F)cc1	-18%[57.5 µM]
CN(CCC#N)C(=S)Nc1ccc(F)cc1	-4%[57.5 µM]
C=CCn1c(=S)[nH]c2sc3c(c2c1=O)CCC3	17%
CCn1c(NCc2cc(Cl)ccc2O)nc2ccccc21	-13%[57.5 µM]
O=C(CCCNc1ccccc1)N/N=C/c1cccs1	-1%
CCC(=O)c1ccc(-c2ccccc2)cc1	6%
O=C(Nc1ccccc1)c1ccccc1NS(=O)(=O)c1ccc(Cl)s1	-7%
CC1(C)CC(=O)C2=C(C1)N(c1ccc(Cl)cc1)C(=O)C2(O)C(F)(F)F (centres undefined)	-5%
COC1/C=C/OC2(C)Oc3c(C)c(O)c4c(O)c(c(/C=N/N5CCN(C)CC5)c(O)c4c3C2=O)NC(=O)/C(C)=C/C=C/C(C)C(O)C(C)C(O)C(C)C(OC(C)=O)C1C (centres undefined)	-7%
CCCCOC(=O)C1CN(c2ccccc2)N=C1C(C)=O (centres undefined)	?
CC(C)N(C)CCOC(=O)/C=C/c1ccccc1	-7%
COc1ccc(/C=C(/NC(=O)c2ccc(OC)c(OC)c2)C(=O)NCCc2c[nH]c3ccccc23)cc1	-4%
COc1cc2c(cc1NC(=O)c1ccc(C)c([N+](=O)[O-])c1)oc1ccccc12	5%
NC(=O)c1cc2ccccc2o/c1=N\NC(=O)c1ccncc1	-2%
COc1ccc(CCNC(=O)Cn2nnc(-c3ccc(OC)c(OC)c3)n2)cc1OC	-6%
CC1=C(/C=N/Nc2ccc([N+](=O)[O-])cc2[N+](=O)[O-])C(C)(C)CCC1	14µM*
CCOc1ncccc1C(=O)OCC(=O)Nc1ccc(C(N)=O)cc1	10%[57.5 µM]
Cc1ccc(NC(=O)CNCC2CCCCC2)cc1S(=O)(=O)N(C)C	7%[57.5 µM]
Cc1cc(C)n(/N=C/c2ccc(C(C)C)cc2)c(=O)c1C#N	5%
COc1ccc(Cl)cc1NC(=O)CN(C)CC(=O)NC(C)c1ccccc1 (centres undefined)	-10%
COCCCn1c(=O)cc(C)[nH]c1=S	-3%[57.5 µM]
CCOc1ccc(N2CC(C(=O)Nc3c(C)n(C)n(-c4ccccc4)c3=O)CC2=O)cc1 (centres undefined)	-2%
N#CCc1c(C#N)c(N)nc(N2CCCC(O)C2)c1C#N (centres undefined)	-2%
CCOC(=O)C1CC(=O)c2cc(OC)c(OC)cc2C1 (centres undefined)	-9%[57.5 µM]
CCN(CC)c1ccc(NC(=O)CCCOc2cccc(C)c2)cc1	1%
COCc1nc2sc(C)c(C)c2c(=O)[nH]1	11%
O=C(NCc1ccccc1)C(=O)NCC1OCCN1S(=O)(=O)c1cccs1 (centres undefined)	-3%
N#CC1=C(N)Oc2cc(O)c(C=Nc3ccccc3)cc2C1c1ccccc1 (centres undefined)	-1%

The list continues.
Compound	ERK EGF block
O=C(Nc1cc(Sc2ccccn2)cc([N+](=O)[O-])c1)c1cccc(Cl)c1	27%
CN(C)S(=O)(=O)c1ccc(C(=O)Nc2ccccc2C(=O)O)cc1	-3%
CC(=O)OC1C[C@]2(C)C(C(C)=O)CCC2C2CCC3=CC(=O)CC[C@@]3(C)C12 (some centres undefined)	4%
Cc1cc(NC(=O)Cn2cc([N+](=O)[O-])cn2)n(Cc2ccc(F)cc2)n1	-5%
CC(C)CN1CCC2(CC1)CCN(C(=O)c1cc(C(F)(F)F)cc(C(F)(F)F)c1)CC2	1%
CCc1ccc(/C=C2/SC(N3CCOCC3)=NC2=O)cc1	-5%[57.5 µM]
O=C(NNC(=S)NC1CC2C=CC1C2)c1cccnc1 (centres undefined)	-1%[57.5 µM]
FC(F)(F)c1cc(Cl)c2nnc(-c3cccnc3)n2c1	6%[57.5 µM]
O=C1c2ccccc2-c2c1cccc2C(=O)N1CCOCC1	4%
CC(C)NC(=O)c1ccc(S(=O)(=O)N(C)C)cc1	-6%
CCc1cccc(C)c1NC(=O)c1ccc(CN2CCc3ccccc3C2)cc1	8%
CN(C(=O)CO/N=C/c1ccc(Cl)cc1)c1ccccc1	2%
CN1CCN(NC(=O)CN(C)S(=O)(=O)c2cc(Cl)ccc2Cl)CC1	-1%
Cc1ccc(NS(=O)(=O)c2cc3c4c(cccc4c2)C(=O)NC3=O)cc1C	-6%[57.5 µM]
O=C(Cn1c(=O)oc2ccccc21)N1CCOCC1	-4%
CC(C)(C)NC(=O)CSC(=Nc1ccccc1F)NC#N	4%
CC1CCCN(CC(O)COCc2ccccc2)C1 (centres undefined)	5%
C[C@@H]1CCC2[C@](C)(CO)C(O)CC[C@@]2(C)[C@@]12CC[C@](CO)(CCO)O2 (some centres undefined)	19%
CCOC(=O)C1(CCCc2ccccc2)CCN(C(=O)c2cnn(CC)c2)CC1	-2%
NC(=O)C1CCN(C(=S)NCCc2ccccc2)CC1	-7%
FC(F)(F)c1cccc(CNC(=S)Nc2ccccc2)c1	-3%
CN(C)c1nnnn1-c1ccccc1Oc1ncc(C(F)(F)F)cc1Cl	0%
O=C(CSc1nnc(Cc2ccccc2)n1-c1cccc(Cl)c1)NNC(=O)Cc1ccccc1	4%
COc1ccc(-c2csc(N3CCC(c4ccccc4)CC3)n2)cc1	-1%
CCOc1cccc(C(=O)NC(=S)Nc2ccccc2)c1	10%

A second format for 6 compounds above.
| ERK EGF block | SMILES |
| --- | --- |
| 8% | CCc1cccc(C)c1NC(=O)c1ccc(CN2CCc3ccccc3C2)cc1 |
| 4% | O=C1c2ccccc2-c2c1cccc2C(=O)N1CCOCC1 |
| 27% | O=C(Nc1cc(Sc2ccccn2)cc([N+](=O)[O-])c1)c1cccc(Cl)c1 |
| -5% | Cc1cc(NC(=O)Cn2cc([N+](=O)[O-])cn2)n(Cc2ccc(F)cc2)n1 |
| 19% | C[C@@H]1CCC2[C@](C)(CO)C(O)CC[C@@]2(C)[C@@]12CC[C@](CO)(CCO)O2 (some centres undefined) |
| -3% | FC(F)(F)c1cccc(CNC(=S)Nc2ccccc2)c1 |

Molecules listed so far containing a COOH group:
Compound	ERK EGF block
CCc1ccc(OCC(=O)NC(=S)Nc2ccc(C(=O)O)cc2)cc1	-13%[57.5 µM]
CN(C)S(=O)(=O)c1ccc(C(=O)Nc2ccccc2C(=O)O)cc1	-3%

(cont.)
compound	ERK EGF block
CCc1ccc(-n2c(C)cc(/C=N/NC(=O)c3ccncc3)c2C)cc1	-1%
CCCCNC(=O)/C(C#N)=C/c1ccc(F)cc1F	-4%
CCCn1c2c(c(=N)c3c1CCC3)CCC2	-8%[57.5 µM]
Cc1ccc2c(N)[nH]nc2n1	6%
Cc1cccc(NS(=O)(=O)c2cccc([N+](=O)[O-])c2)n1	3%
COc1ccc(-c2c(C(F)(F)F)nn(C)c2NC(C)=O)cc1	-14%[57.5 µM]
C=CCNc1nc(Cl)nc(Nc2ccc(OC)cc2OC)n1	-9%
COc1ccccc1OCc1cc(-c2ccccc2)no1	7%
C#CCn1c(=NC(=O)CN2C(=O)CCC2=O)sc2cccc(OC)c21	3%[57.5 µM]
CCOC(=O)C1C(=O)NC(SCC(=O)Nc2nccs2)=C(C#N)C1c1ccccc1OCC (centres undefined)	4%
C/C(=N\Nc1nc(N)cc(Cl)n1)c1cccc(N)c1	8%
CCOC(=O)c1sc(NC(=O)COC(=O)C(CCSC)NC(C)=O)nc1C (centres undefined)	-4%
CCCn1c(SCC(=O)Nc2ccccc2Cl)n[nH]c1=O	-9%[57.5 µM]
COc1ccc(CNC(=O)C2CCC(=O)N2C(C)C)c(OC)c1 (centres undefined)	-6%[57.5 µM]
COc1ccc(Cl)cc1NC(=O)CSc1nnc(Cn2c(=O)sc3ccccc32)n1C	2%
Cc1cc(C)c(C#N)c(SCC(=O)Nc2ccccc2)n1	-2%
O=C(NCCO)c1ccc(CSc2nc3ccccc3[nH]2)cc1	4%
COC(=O)c1ccc(COc2ccc(-c3nnn(CC(N)=O)n3)cc2)cc1	2%
CCN(NC(=O)C(O)(c1ccc(F)cc1)c1ccc(F)cc1)C(=O)c1ccccc1	3%
O=C(Nc1ccccc1)N(C1=NCCC1)c1ccccc1	-2%[57.5 µM]
S=C(NCCc1ccccc1)Nc1ccccc1Cl	5%
Cc1ccc(NCC(O)C(O)C(O)CO)c(N=Nc2ccccc2)c1C (centres undefined)	?
Cc1cc2nc3ccc(=[N+](C)C)cc-3sc2cc1N	?
O=C(CCNS(=O)(=O)c1ccc(Br)s1)NCc1ccc2c(c1)OCO2	0%
COc1ccc(NC(=S)N(CCCN2CCOCC2)Cc2cn(C)c3ccccc23)cc1OC	5%
COc1ccc(OC)c(/C=C2\SC(=S)N(Cc3cccnc3)C2=O)c1	?
Cc1ccc(O)c(C(CCN(C(C)C)C(C)C)c2ccccc2)c1 (centres undefined)	11%
NC(=O)c1c(NC(=O)C2CCCO2)sc2c1CCCCC2 (centres undefined)	-10%
CC(=O)NC(CC(=O)O)c1ccccc1 (centres undefined)	4%[57.5 µM]
CCOc1ncccc1C(=O)Nc1ccc(F)c(F)c1	0%
CC(C)OP(=O)(c1ccc(N(C)C)cc1)C(Nc1ccccc1)c1cccnc1 (centres undefined)	-5%
CCCC(Oc1ccc(Br)cc1)c1nc2c3cc(OC)c(OC)cc3nc(=S)n2[nH]1 (centres undefined)	?
Cc1ccc(-c2nc(N3CCOCC3)sc2C(=O)N2CCOCC2)cc1	8%
Cc1nc(-c2cc(C#N)c(Sc3cccc(C(F)(F)F)c3)nc2C)cs1	-5%[57.5 µM]
O=[N+]([O-])c1cccc(-c2nnc3ccccn23)c1	-3%[57.5 µM]
O=C(CC(=O)Nc1nc(C23CC4CC(CC(C4)C2)C3)cs1)NCCO	-19%[57.5 µM]
COc1cc(OC)c(OC)cc1CN1CCCC(C(=O)c2ccccc2SC)C1 (centres undefined)	-6%
CCOc1cc(/C=N/NC(=O)c2cccs2)cc([N+](=O)[O-])c1O	-3%
CC(C)(C)c1ccc(NC(=O)Nc2ccc(F)cc2)cc1	?
CC(c1ccco1)N(C(=O)c1ccccc1NS(=O)(=O)c1cc([N+](=O)[O-])ccc1Cl)c1ccccn1 (centres undefined)	11%
CCCCc1nn2c(N)c(/C=C3\C=Nc4ccccc43)c(=O)nc2s1	14%
OCC1(Cc2ccccc2)CCN(Cc2ccc(-c3ccco3)cc2)CC1	5%
COc1cc(OC)c(NC(=S)NCc2ccc(F)cc2)cc1Cl	-7%
O=C(NC(=S)N1CCN(c2ccc([N+](=O)[O-])cc2)CC1)c1ccccc1F	0%
CC(C)OCCCn1c(NN)nc2ccccc2c1=O	-6%
C[C@@H](C(=O)Nc1ccc2ccccc2c1)[C@@H]1C[C@@]1(C)[C@@H](NS(=O)(=O)c1ccc2ccccc2c1)c1ccccc1	2%
Cc1cc(C)c2nc(Cl)c(C3NC(=O)c4ccccc4N3)cc2c1 (centres undefined)	-19%
O=S1(=O)N=C(N(CCO)/N=C/c2ccncc2)c2ccccc21	-10%
Cc1ccc(C(=O)NS(=O)(=O)c2ccccc2)cc1	11%
C=CCN(CC=C)C(=O)c1c(OC)cccc1OC	4%
O=[N+]([O-])c1cnn(-c2nc(-c3ccccc3)cc(C(F)(F)F)n2)c1	7%

Among those listed so far, these contain a tert-butyl group:
compound	ERK EGF block
COc1ccc(-c2nc3cnccn3c2NC(C)(C)CC(C)(C)C)cc1O	-7%
CC(C)(C)OC(=O)NCCC(=O)N/N=C/c1cccc2nccnc12	4%[57.5 µM]
CC(C)(C)NC(=O)CSC(=Nc1ccccc1F)NC#N	4%
CC(C)(C)c1ccc(NC(=O)Nc2ccc(F)cc2)cc1	?
